Screens as filed in PubChem BioAssay.
ELG1 genotoxic: qHTS screen for small molecules that induce genotoxicity in human embryonic kidney (HEK293T) cells expressing luciferase-tagged ELG1; Potency, µM (highest dose often 46 µM), for the others: top-dose activity change, positive = activation, actives largely listed as activators; 330,000 tested, 1.3% active; HEK293T ELG1-luciferase reporter, luminescence, 16 h; note: potency is the fitted concentration of half-maximal effect; % of control where 0% means no effect; nearly all actives have a fitted effect of over 60% in size
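After overnight (16 hr) compound treatment at 37 °C, ELG1-luciferase HEK293T cells were lysed with ONE-Glo; luminescence quantified 30 min later at room temperature.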
Giardia kill: Small Molecules that selectively kill Giardia lamblia: qHTS. Giardia lamblia trophozoite viability. activity change, % at 7.66 µM, hits read low. 340,000 tested, 0.15% active; in the data active = activity change below about -80%; inconclusive = between about -30% and that limit;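 note: parasites exposed to compound for two days anaerobically before the ATP read; % is set by controls: 0 for no effect and ±100 for the full control effect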
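Viability, read as ATP luminescence: trophozoites at 100 cells/well, compound added, 48 hrs anaerobic at 37 deg C, then 15-30 min room-temperature development before reading.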
RORgamma inh: qHTS for inhibitors of ROR gamma transcriptional activity; Potency, µM (top dose mostly 53.6 µM), without a hit: at the highest dose activity change, negative = inhibition, actives largely listed as inhibitors; Nuclear receptor ROR-gamma (Mus musculus), P51450; 310,000 tested, 5.4% active; AID 2551, 2010; Drosophila S2 Gal4-RORgamma UAS-luciferase reporter, 20 h; note: potency is the fitted concentration of half-maximal effect; % is set by controls: 0 for no effect and ±100 for the full control effect; nearly all actives have a fitted effect of over 60% in size
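Using a luciferase readout, inhibitors were identified by reduced reporter activity in Drosophila cells coexpressing a copper-inducible Gal4–ROR gamma fusion and UAS-driven Photinus luciferase, incubated 20 hr after 700 uM copper sulfate.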
Gal4-VP16 FLuc: VP16 counterscreen qHTS for inhibitors of ROR gamma transcriptional activity | AID 2546, 2010 | 310,000 tested, 3.5% active | Potency, µM (series often up to 53.6 µM), inactives show at the highest dose activity, negative = inhibition, hits mostly inhibitors | Drosophila S2 Gal4-VP16 UAS-luciferase, luminescence, 20 h;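 note: Gal4-VP16 expression switched on by copper sulfate through the metallothionein promoter; potency is the fitted concentration of half-maximal effect; % is set by controls: 0 for no effect and ±100 for the full control effect; nearly all actives have a fitted effect of over 50% in size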
NPC1 prom act: qHTS Assay for NPC1 Promoter Activators | Huh7 NPC1 promoter luciferase reporter, 24 h | Potency, µM (doses to about 9.22 µM), for the others: at the highest dose activation, usual class: activators | 320,000 tested, 2.4% active | AID 485313, 2010;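 note: potency is the fitted concentration of half-maximal effect; % of control where 0% means no effect; nearly all actives have a fitted effect of over 60% in size; reporter is driven by a mutant NPC1 promoter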
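Luciferase expression driven by the NPC1 promoter was measured in stably transfected Huh7 cells after a 24 h compound incubation, using a luciferase reagent and a luminescence read.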
BRCA1 expr act: qHTS Assay to Identify Small Molecule Activators of BRCA1 Expression | 380,000 tested, 1.1% active | Potency, µM (highest dose often 46.1 µM), inactives show top-dose activation, actives largely listed as activators | MCF7-BRCA1-FFLuc reporter, luminescence, 48 h; response scale: scaled: vehicle 0%, 10 µM genistein 100% | AID 624202, 2012; note: potency is the fitted concentration of half-maximal effect; nearly all actives have a fitted effect of over 80% in size; some results filed as inactive show a strong effect at the top dose
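MCF7 cells carrying a BRCA1-firefly luciferase reporter (2000 cells/well, phenol-red free MEM) were attached for 2 h at 37 °C, then given compounds for 48 h. Luminescence was read 15 min after luciferase reagent; activity normalized to genistein (10 microM) and DMSO.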
Rab9 prom act: qHTS Assay for Rab9 Promoter Activators; 320,000 tested, 2.8% active; Potency, µM (highest dose often 9.22 µM), without a hit: top-dose activation, negative = inhibition, most hits filed as activators; Huh7 Rab9 promoter-luciferase reporter, luminescence, 24 h; note: potency is the fitted concentration of half-maximal effect; % of control where 0% means no effect; nearly all actives have a fitted effect of over 60% in size
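Huh7 reporter line, Rab9 promoter upstream of luciferase. Compound exposure 24 h at 37 °C in reduced-serum medium with 10% FBS. Read-out: luminescence.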
Menin-MLL TR inh: qHTS Assay for Inhibitors Targeting the Menin-MLL Interaction in MLL Related Leukemias: Competition With Texas Red Labeled MLL-derived Mutant Peptide | O00255 | Potency, µM (top dose mostly 61.6 µM), for the others: at the highest dose FP activity change, negative = inhibition, actives largely listed as inhibitors | AID 1768, 2009 | 270,000 tested, 0.23% active | Menin + Texas Red MLL mutant peptide, fluorescence polarization; active = well fitted inhibition curve with a large enough effect in the polarisation, with a control signal flat, not every such curve was filed as active; inconclusive = small, poorly fitted or top-dose-only effect, or effect the other way, or a change in a side signal; inactive = no such curve, though single readings can be large or run the other way; the % refers to the polarisation; note: potency is the fitted concentration of half-maximal effect; % of control where 0% means no effect; many of its hits are not listed in these tables
Target sequence (O00255 whole entry, looked up): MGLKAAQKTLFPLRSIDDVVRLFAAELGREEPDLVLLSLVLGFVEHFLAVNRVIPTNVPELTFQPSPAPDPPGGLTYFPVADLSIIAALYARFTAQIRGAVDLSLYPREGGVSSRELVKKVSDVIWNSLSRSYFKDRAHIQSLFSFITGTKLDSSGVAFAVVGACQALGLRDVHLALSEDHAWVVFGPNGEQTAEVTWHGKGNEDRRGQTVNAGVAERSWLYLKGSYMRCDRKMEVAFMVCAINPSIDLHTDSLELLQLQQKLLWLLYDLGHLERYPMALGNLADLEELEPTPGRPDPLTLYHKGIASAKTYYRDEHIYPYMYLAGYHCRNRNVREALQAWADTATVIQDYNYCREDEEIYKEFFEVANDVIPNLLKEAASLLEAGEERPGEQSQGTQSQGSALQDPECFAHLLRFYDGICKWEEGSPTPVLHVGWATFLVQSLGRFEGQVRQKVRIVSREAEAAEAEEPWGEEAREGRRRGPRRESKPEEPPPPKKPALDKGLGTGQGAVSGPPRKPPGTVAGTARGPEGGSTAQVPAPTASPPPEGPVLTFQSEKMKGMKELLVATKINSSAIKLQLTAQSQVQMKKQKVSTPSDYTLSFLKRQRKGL
p53 reactivator: qHTS assay for re-activators of p53 using a Luc reporter; AID 504706, 2011; H1299 p53-A138V BP100-luciferase reporter, luminescence, 24 h; 320,000 tested, 0.063% active; Potency, µM (top dose mostly 92.2 µM), inactives show at the top dose activity change, positive = activation, usual class: activators; note: potency is the fitted concentration of half-maximal effect; % of control where 0% means no effect; nearly all actives have a fitted effect of over 45% in size
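H1299 (p53-null), stable ts p53-A138V + BP100-Luc; 1000 cells/well, Opti-MEM/10% FBS; cpd 4 pt, 1:5; 24 h, 37 deg C, 5% CO2; detection reagent 10 min RT; luminescence.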
PKM2 act: qHTS Assay for Activators of Human Muscle isoform 2 Pyruvate Kinase; purified PKM2, Kinase-Glo ATP luminescence, activation; response scale: 0% is enzyme alone, no compound; AID 1631, 2009; Potency, µM (doses to about 57.5 µM), for the others: at the highest dose activation, usual class: activators; Pyruvate kinase PKM (Homo sapiens), P14618; 260,000 tested, 0.34% active; note: potency is the fitted concentration of half-maximal effect; % is set by controls: 0 for no effect and ±100 for the full control effect; nearly all actives have a fitted effect of over 55% in size
Target sequence (P14618 whole entry, looked up, canonical isoform): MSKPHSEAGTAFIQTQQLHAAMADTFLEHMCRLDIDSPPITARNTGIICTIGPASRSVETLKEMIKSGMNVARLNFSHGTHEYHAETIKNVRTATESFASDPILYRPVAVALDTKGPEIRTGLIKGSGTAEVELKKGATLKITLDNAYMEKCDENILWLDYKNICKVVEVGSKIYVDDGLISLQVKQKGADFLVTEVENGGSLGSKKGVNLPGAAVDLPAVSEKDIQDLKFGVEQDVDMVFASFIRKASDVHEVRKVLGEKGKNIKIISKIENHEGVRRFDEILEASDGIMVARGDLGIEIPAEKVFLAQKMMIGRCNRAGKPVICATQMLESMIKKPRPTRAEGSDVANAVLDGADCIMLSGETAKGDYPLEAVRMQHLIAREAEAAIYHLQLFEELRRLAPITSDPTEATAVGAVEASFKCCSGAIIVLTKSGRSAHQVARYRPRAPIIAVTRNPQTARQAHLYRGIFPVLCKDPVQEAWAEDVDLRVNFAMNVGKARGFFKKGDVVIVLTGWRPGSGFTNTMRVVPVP
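ATP formation by purified human PK-M2, quantified via coupled luciferase luminescence after 1 h at room temperature with 0.1 mM ADP and 0.5 mM PEP final.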
FLuc counter: qHTS profiling assay for firefly luciferase inhibitor/activator using purifed enzyme and Km concentrations of substrates (counterscreen for miR-21 project). purified FLuc, Km substrates, luminescence inhibition. 360,000 tested, 6.9% active. Potency, µM (titrated, usually from 57.5 µM), for the others: at the top dose activity change, negative = inhibition, most hits filed as inhibitors. Luciferin 4-monooxygenase (Photinus pyralis), P08659;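 note: potency is the fitted concentration of half-maximal effect; plate controls were vehicle for no effect and reference inhibitor for full effect; nearly all actives have a fitted effect of over 55% in size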
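Purified P. pyralis luciferase, 10 nM final, with Km-level 10 uM D-luciferin and 10 uM ATP in 50 mM Tris acetate pH 7.5, 10 mM Mg acetate, 0.01% Tween-20, 0.05% BSA; 6-point qHTS titration about 60 µM downward; luminescence read.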
Active calls of the source: *; ? = inconclusive; / = not tested or not shown; & = joins results of further samples; [ ] = dose if it differs, or a comment. Unless noted, calls come from the whole dose curve; as a rule, active = well fitted curve in the direction sought with a large enough effect; inconclusive = small, poorly fitted or top-dose-only effect, or another doubt; inactive = no such curve, though single readings can be large; an effect the other way counts as inactive or inconclusive. Not all compounds are listed; the hit share may differ from the screen's.

Sequence of screens: ELG1 genotoxic | Giardia kill | RORgamma inh | Gal4-VP16 FLuc | NPC1 prom act | BRCA1 expr act | Rab9 prom act | Menin-MLL TR inh | p53 reactivator | PKM2 act | FLuc counter
- Nc1c(N=Nc2ccccc2F)c(=O)[nH]n1-c1ccccc1
    ? | -19 | -9% | -4% | ? | 56% | ? | / | 2% | 0% | 3.8µM*
- Cc1nnc(SCC(=O)Nc2cccc(Cl)c2)n1CC1CCCO1 (stereo not drawn)
    -2% | -3 | -13% | -7% | 1% | -18% | 0% | 4% | -5% | / | -1%
- CCN(CC)C(=O)Cn1ccc(NC(C)=O)nc1=O
    -5% | -11 | -4% | 6% | -1% | 3% | -3% | 2% | 0% | -8% | 2%
- Cc1nn(C)c(Sc2ccccc2N)c1[N+](=O)[O-]
    15% | -1 | ? | -16%[10 µM] | 6% | -30% | -5% | -4% | ? | 11µM* | ?
- Cc1cccc(N2CCN(C(=O)C3CCN(S(=O)(=O)c4c(C)noc4C)CC3)CC2C)c1 (stereo not drawn)
    -5% | -19 | ? | -7% | -1% | -35%&1% | -2% | -29% | 3% | -2% | 1%&3%
- O=S(=O)(NC1CCN(S(=O)(=O)c2c(F)cccc2F)C1)c1ccc2c(c1)OCCO2 (stereo not drawn)
    -3% | -13 | / | / | -1% | -30% | 1% | / | -8% | / | -1%
- CC(NC(=O)c1ccccc1OC(F)F)c1ccc(-n2ccnc2)cc1 (stereo not drawn)
    9% | 9 | -18% | 10% | 6% | -30% | -1% | / | 9% | 8% | ?
- CCNC(=O)c1sc(=S)n(CC)c1N
    -2% | 7 | ? | -9% | 0% | -6% | 0% | -4% | -3% | 4% | -5%
- N#CCCCSc1nnnn1-c1cccc(Cl)c1
    -1% | -3 | 13% | 3% | -1% | -17% | -1% | 13% | 0% | 6% | 0%
- Cc1ccc(CN2CCN(Cc3c[nH]c4ccccc34)CC2CCO)o1 (stereo not drawn)
    -1% | 35[activator] | 1% | 1% | -7% | -11% | -6% | -7% | 5% | -1% | -1%
- Cc1ccc(S(=O)(=O)N2CCN(c3ncnc4ccccc34)CC2)cc1
    -4% | 2&-18 | / | / | -25% | 7%&-23% | -32%[inhibitor] | / | -7% | / | 4%
- Cc1ccc(NC(=O)Cn2c(O)c(N=NS(=O)(=O)c3ccc(C)cc3)c3ccccc32)cc1
    0% | 0 | ? | 0% | -2% | -23% | -5% | -8% | 4% | 1% | -7%
- CCC1C(=O)N=C(SCC(=O)Nc2nc3ccccc3s2)NC1=O (stereo not drawn)
    3% | -16 | 18% | 0% | -1% | 23% | -3% | 0% | 16% | 12% | ?
- CCCc1cc(C(=O)Nc2nnc(C)s2)cs1
    ? | -8 | ? | -23% | ? | -1% | 3.5µM* | 0% | 16% | -7% | 9.5µM*
- CCOC(=O)C1CCN(S(=O)(=O)Cc2ccc(Cl)cc2)CC1
    -4% | 3 | 23% | 11% | 1% | -2% | -7% | -6% | 4% | -4% | -14%
- COc1ccccc1N1CCN(C(=O)c2cc3cc(C)ccc3[nH]2)CC1
    -3% | -4 | 9% | -14% | -1% | -25% | 0% | -1% | 0% | -1% | 1%
- Cc1cc(Cl)c2oc(C(=O)N3CCCCC3CCN3CCCC3=O)c(C)c2c1 (stereo not drawn)
    15% | 29 | -20% | ? | -3% | 12% | 3% | / | 7% | 1% | -12%
- O=C(C1CC1)N1CCc2sccc2C1c1ccc(Cl)cc1 (stereo not drawn)
    -6% | -14 | 34% | -16% | 0% | -33% | -1% | / | -7% | 2% | 8%
- CC1CN(C(=O)c2cccc(S(=O)(=O)N3CCOCC3)c2)CC(C)O1 (stereo not drawn)
    -2% | -10 | -1% | -5% | 1% | -4% | -4% | -8% | 3% | -3% | 6%
- COc1cccc(OCc2nnc(SC)n2C)c1
    7% | 5 | -11% | -4% | -4% | 54% | 10% | -10% | 26% | -1% | 0%
- O=C(CN1CCCc2ccccc21)N/N=C/c1ccc(F)cc1F
    -6% | -2 | 29% | -3% | 1% | -12% | 0% | / | 1% | 0% | -1%
- O=C(O)Cc1csc(Nc2cccc(Cl)c2)n1
    3% | 10 | -4% | 13% | -3% | -2% | 2% | 3% | ? | 10% | -6%
- COCCNC(=O)c1cccc(OC2CCN(Cc3cccc(C(C)=O)c3)CC2)c1
    -5% | -14 | -1% | 1% | 1% | 2% | -2% | -17% | / | 0% | -1%
- CN(CC(O)COCc1ccc2c(c1)OCO2)C1CCCCC1 (stereo not drawn)
    2% | 19 | -15% | 0% | -2% | -2% | 0% | 12% | -6% | 5% | 5%
- CCOC(=O)C1=C(C)NC(=O)C1CC(=O)O (stereo not drawn)
    1% | -9 | -40% | 2% | -2% | 5% | -6% | 2% | 9% | 0% | 4%
- COc1cc2c(cc1OC)CC1(CCCCC1)N=C2
    -1% | 9 | -16% | 1% | -2% | -4% | -5% | -1% | -2% | 2% | 3%
- CC(c1ccccn1)N(CCN(C)C)C(=S)Nc1cccc(F)c1 (stereo not drawn)
    1% | -10 | ? | -2% | 4% | -23% | 10% | -12% | 3% | -13% | 2%
- O=C(c1ccc(Br)o1)N1CCC(Cc2ccccc2)CC1
    3% | -5 | / | / | 0% | -36% | 1% | -17% | / | 0% | -19%
- O=C(NCCCN1CCN(c2ccccc2F)CC1)C1CCC(=O)N1C1CCCC1 (stereo not drawn)
    0% | 1 | -22% | 13% | 0% | 0% | -6% | -11% | -2% | -2% | 3%
- COc1ccc(CN(C)C(=O)c2ccc3c(=O)n4c(nc3c2)CCC4)cc1
    ? | -26 | 21% | 2% | 2.2µM* | -3% | 1.8µM* | / | ? | 1% | 8.5µM*
- Cc1noc(C)c1S(=O)(=O)N1CCC(C(=O)NC2CCN(Cc3ccccc3)CC2)CC1
    0% | 10 | 27% | -14% | -3% | -36% | -10% | 4% | 4% | -2% | 1%
- Nc1c(N(Cc2ccco2)C(=O)c2cccc(Cl)c2)c(=O)[nH]c(=O)n1Cc1ccccc1
    -2% | -6 | / | / | 0% | -8% | -3% | / | 2% | / | -1%
- CSCc1c(C(=O)OCC(=O)NC2CCCCC2)oc2ccccc12
    1% | -11 | / | / | 0% | -7% | 2% | / | 16% | / | 7%
- O=c1[nH]ncc(N2CCCC2)c1Cl
    8% | 31[activator] | 8% | -3% | 1% | 36% | -2% | 11% | 8% | -4% | -8%
- CC(C)c1cc(C(=O)N2CCCC(N3CCN(c4ccc(F)cc4)CC3)C2)n(C)n1 (stereo not drawn)
    -1% | 17 | 19% | 4% | -4% | -7% | -9% | -8% | 7% | -14% | 2%
- COc1ccc(NC(=O)CCCn2cc([N+](=O)[O-])cn2)cc1
    -3% | -8 | 8% | -5% | 0% | -5% | 0% | 4% | 15% | / | -3%
- CCOC(=O)N1CCC(NC(=O)CCC(=O)N2CCOc3ccc(Cl)cc32)CC1
    -3% | 5 | -5% | -8% | -1% | -14% | 2% | ? | 1% | -5% | -2%
- O=C(Nc1cccc(O)c1)c1cc(-c2ccccc2Cl)on1
    ? | ? | 0.22µM* | 1.3µM* | ? | 7% | 19% | ? | ? | -3% | 0.38µM*
- CCOC(=O)N(NC(=O)C(O)(CC(C)C)CC(C)C)c1ccccc1
    -3% | -1 | 17% | -9% | 22% | -20% | 0% | -12% | -10% | -9% | 1%
- Cc1ccccc1C(=O)NC1CCN(CC(=O)Nc2ccc(Br)cc2)CC1
    -8% | -7 | 31% | 2% | 1% | 56% | 1% | 22% | 11% | -5% | -17%

Record cards (already shown).
Results for `COc1ccccc1N1CCN(C(=O)c2cc3cc(C)ccc3[nH]2)CC1` : ELG1 genotoxic: -3%; Giardia kill: -4; RORgamma inh: 9%; Gal4-VP16 FLuc: -14%; NPC1 prom act: -1%; BRCA1 expr act: -25%; Rab9 prom act: 0%; Menin-MLL TR inh: -1%; p53 reactivator: 0%; PKM2 act: -1%; FLuc counter: 1%
Results for `CCOC(=O)N(NC(=O)C(O)(CC(C)C)CC(C)C)c1ccccc1` : ELG1 genotoxic: -3%; Giardia kill: -1; RORgamma inh: 17%; Gal4-VP16 FLuc: -9%; NPC1 prom act: 22%; BRCA1 expr act: -20%; Rab9 prom act: 0%; Menin-MLL TR inh: -12%; p53 reactivator: -10%; PKM2 act: -9%; FLuc counter: 1%
